Screening results as filed in PubChem BioAssay.
DT40 TDP1 no CPT: qHTS for Inhibitors of human tyrosyl-DNA phosphodiesterase 1 (TDP1): qHTS in cells in absence of CPT | 420,000 compounds, 15% hits | DT40 Tdp1-/- hTDP1 cells, no CPT, ATP luminescence, 48 h | Potency, µM (top dose mostly 46.2 µM), inactives show top-dose activity change, negative = growth inhibition, hits mostly inhibitors; note: nearly all actives have a fitted effect of over 55% in size
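Chicken DT40 Tdp1-/- cells complemented with human TDP1, screened without camptothecin (DMSO vehicle only), 400 cells/well. Compounds pin-transferred, cells incubated at 37 °C for at least 48 hr. Growth read as ATP-dependent luminescence (CellTiter-Glo, 30 min at RT).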
DT40 TDP1 CPT: growth inhibition of DT40 Tdp1-/-;hTDP1 cells with camptothecin (screen for TDP1 inhibitors). chicken DT40 Tdp1-/-;hTDP1 cells + 20 nM CPT, ATP luminescence, 48 h. 420,000 compounds, 12% hits. Potency, µM (top dose mostly 46.2 µM), for inactives: at the highest dose activity change, negative = growth inhibition, hits mostly inhibitors; note: nearly all actives have a fitted effect of over 55% in size
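Chicken DT40 Tdp1-/- cells complemented with human TDP1, 400 cells/well, exposed to compounds plus 20 nM camptothecin for at least 48 h at 37 C; viability read as ATP content by CellTiter-Glo luminescence.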
GCN5L2 inh: GCN5L2 (KAT2A) acetyltransferase inhibition; Q92830; GCN5L2 HAT assay, ThioGlo1 CoA-SH fluorescence; Potency, µM (series often up to 58.9 µM), inactives show top-dose activity change, negative = inhibition, most hits filed as inhibitors; 390,000 compounds, 0.21% hits
Target sequence (Q92830 whole entry, looked up): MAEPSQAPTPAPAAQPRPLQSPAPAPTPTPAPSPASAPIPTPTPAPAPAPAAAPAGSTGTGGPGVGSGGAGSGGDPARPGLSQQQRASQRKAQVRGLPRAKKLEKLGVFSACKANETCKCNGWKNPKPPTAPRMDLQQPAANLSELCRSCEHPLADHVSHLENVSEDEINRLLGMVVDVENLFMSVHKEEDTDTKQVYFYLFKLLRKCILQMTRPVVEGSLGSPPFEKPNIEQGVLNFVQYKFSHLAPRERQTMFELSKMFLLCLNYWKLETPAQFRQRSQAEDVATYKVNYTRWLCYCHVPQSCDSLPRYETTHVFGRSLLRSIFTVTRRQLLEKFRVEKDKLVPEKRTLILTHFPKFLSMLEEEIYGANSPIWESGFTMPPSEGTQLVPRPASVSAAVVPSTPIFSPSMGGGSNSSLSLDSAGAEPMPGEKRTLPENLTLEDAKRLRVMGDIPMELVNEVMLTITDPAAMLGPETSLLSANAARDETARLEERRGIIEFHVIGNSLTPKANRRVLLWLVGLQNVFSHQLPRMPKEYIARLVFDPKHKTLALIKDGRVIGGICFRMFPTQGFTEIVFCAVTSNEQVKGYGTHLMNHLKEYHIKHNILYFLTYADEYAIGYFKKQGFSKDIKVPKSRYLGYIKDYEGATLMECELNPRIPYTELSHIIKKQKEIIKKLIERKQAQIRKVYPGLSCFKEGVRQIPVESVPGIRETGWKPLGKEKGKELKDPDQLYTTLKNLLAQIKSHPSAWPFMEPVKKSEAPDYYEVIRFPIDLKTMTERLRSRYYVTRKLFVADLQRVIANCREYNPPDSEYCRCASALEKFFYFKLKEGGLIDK
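Preincubate 20nM GCN5L2 with compound 15 min, RT → add 50uM ThioGlo1 + 75uM H3(1-25) + 70uM acetyl-CoA → read fluorescence 0 and 20 min. Primary qHTS; fluorescent artifacts likely.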
Active calls of the source: *; ? = inconclusive; nt = not tested or not shown; & = joins results of further samples; [ ] = remark or other dose. Calls come from the whole dose curve; as a rule, active = well fitted curve in the direction sought with a large enough effect; inconclusive = small, poorly fitted or top-dose-only effect, or another doubt; inactive = no such curve, though single readings can be large; an effect the other way counts as inactive or inconclusive. % is set by controls: 0 for no effect and ±100 for the full control effect; potency is the fitted concentration of half-maximal effect.

molecule | DT40 TDP1 no CPT | GCN5L2 inh | DT40 TDP1 CPT
Nc1cccc(O)c1 | 2% | -11% | 12%
O=C(Nc1ccc(F)cc1)c1sc2cc(C(F)(F)F)cnc2c1-c1cccs1 | 18µM* | -9%[0.501 µM] | ?
Cc1ccc2nc(Nc3nc(C)cc(C(F)(F)F)n3)nc(C)c2c1 | ? | -26% | 8%
COc1cc2cc(Oc3ccc4ccc(=O)oc4c3)c(=O)oc2cc1O | -16%&-7% | -6% | 1%&-23%
CN(Cc1ccccc1)Cc1c[nH]c2ccccc12 | 21µM* | -3% | 5.8µM*
Cc1ccccc1Nc1nnc(SCC(=O)c2cc3ccccc3o2)s1 | -103% | -11% | ?
Cc1cc(C(=O)Nc2sccc2C(N)=O)c(C)o1 | ? | -5% | -3%
Cc1cc(C)cc(OCCN2CCOCC2)c1 | 4% | -9% | -11%
O=C(CCc1ccccc1)Nc1ccccc1F | -12% | 3% | 3%
COc1cc(Br)c(CC2c3cc(OC)c(OC)cc3CCN2C)cc1OC (stereo not given) | -23% | 0% | -19%
Cc1occc1C(=O)NCc1nc(-c2ccc(Cl)cc2)no1 | -17% | -7% | 4%
COc1cccc(NC(=O)Nc2cc(NC(=O)Nc3cccc(OC)c3)c(C)nc2C)c1 | -16% | -6% | 4%
Cc1nc(CN(C)C(=O)CC2C(=O)NCCN2Cc2ccc(F)cc2)cs1 (stereo not given) | -3% | -6% | 2%
CC(OC(=O)c1ccc2c(c1)OCCO2)C(=O)c1ccccc1 (stereo not given) | -6% | 1% | 1%
CC/C(C)=C1\SC(N2CCN(c3cccc(C(F)(F)F)c3)CC2)=NC1=O | 4% | 3% | -16%
CC(=O)c1ccc(N2C(=NC(=O)C(C)C)SC3CS(=O)(=O)CC32)cc1 (stereo not given) | -9% | -1% | -11%
CCCn1c(SCC(=O)N2CCCC(C)C2)nnc1-c1ccccn1 (stereo not given) | -14% | -6% | -21%
Fc1ccccc1NC(=S)Nc1ccc(CN2CCOCC2)cc1 | 0% | 1% | 4%
CCOc1cc(C(=O)Nc2ccc3nc(N4CCN(C)CC4)cc(C)c3c2)cc(OCC)c1OCC | 4.6µM* | -8% | 18µM*
COc1ccc(OC)c(/C=N/c2oc(-c3ccco3)c(-c3ccco3)c2C#N)c1 | -22% | -22% | ?
CC(C)c1ccc(NC(=S)Nc2cccc3ccccc23)cc1 | 16µM* | 2% | 18µM*
Cc1ccc(OCC(=O)NNC(=O)C2CCN(c3nc(C)cc(C)n3)CC2)cc1 | -6% | 0% | -16%
COc1ccccc1-c1noc(CSc2nc3ccc(C)cc3[nH]2)n1 | 16µM* | -2% | ?
Cc1ccc(C)c(NC(=O)c2ccccc2NC(=O)C2CCCO2)c1 (stereo not given) | ? | -5% | ?
Cc1onc(C(=O)/C=C/N(C)C)c1C(=O)Nc1nccs1 | -26% | -8% | -14%
Cc1cccc(CCN(CC(=O)NCc2ccc(F)cc2)C(=O)c2csnn2)c1 | ? | -1% | -3%
Cn1cc(Cl)c(-c2nc3ccccc3[nH]2)n1 | -23% | -6% | -10%
O=C(COC(=O)c1cc(S(=O)(=O)N2CCOCC2)c(Cl)cc1Cl)c1ccc[nH]1 | 20% | 1% | -7%
Cc1ccccc1NC(=O)N1CCC(NC(=O)C2CCCCC2)CC1 | -11% | 2% | -3%
O=C(Nc1ccc(F)cc1)C1CCN(c2nnnn2-c2ccccc2)CC1 | ? | -5% | ?
COc1ccc(C(=O)OCCN2C(=O)c3ccccc3C2=O)cc1 | -13% | -6% | -27%
COc1ccc(CC(=O)Nc2nnc(CC(C)C)s2)cc1S(=O)(=O)N1CCOCC1 | -19% | 3% | -22%
N#CC1=C(N)OC2=C(CC/C2=C\c2ccccc2Cl)C1c1ccccc1Cl (stereo not given) | 21µM* | 2% | ?
C=CCN(C(=O)Nc1ccc(F)cc1)C1CC(=O)N(c2ccc(OC)cc2)C1=O (stereo not given) | -12% | -3% | -2%
CCC(=O)N1c2ccccc2-c2nnc(SC)nc2OC1c1ccc(N(C)C)cc1 (stereo not given) | ? | 1% | ?
COc1cccc(-c2ccc(=O)n(CC(=O)Nc3cc4c(cc3NC(C)=O)OCCO4)n2)c1 | ? | -6% | -8%
CC(C)C(=O)N1CCN(c2ccc(NC(=O)c3cccs3)cc2Cl)CC1 | 13µM* | -13% | 23µM*
C=CCNC(=O)c1ccc([N+](=O)[O-])c(Cl)c1 | -1% | 17% | 0%
CCSC1=N/C(=C/c2ccsc2)C(=O)N1c1ccccc1 | ? | -1% | 5%
CCSc1ncc(Cl)c(C(=O)Nc2sc3c(c2C(=O)NCc2cccnc2)CCCC3)n1 | ? | 1% | -28%
CCCCc1c(C)nc2c(-c3ccc(OC)cc3)c(C)[nH]n2c1=O | 10µM* | -2% | 16µM*
CC(C)CN1CCN(CC#Cc2ccccc2)CC1CCO (stereo not given) | 1% | -3% | -5%
CC1CCCC(C)N1/N=C/c1ccccc1F (stereo not given) | -8% | 1% | -7%
COc1ccc(Nc2cc(C)nc(NCc3ccccc3)n2)cc1 | 4.6µM* | 2% | 5.2µM*
COc1ccc(-c2onc(C)c2C)cc1S(=O)(=O)NCc1ccc(C)o1 | 3.3µM* | -9% | 2.9µM*
CCc1ccc(N2CC(C(=O)Nc3cc(C)ccc3F)CC2=O)cc1 (stereo not given) | -20% | -4% | ?
OC(c1ccc(F)c(F)c1)c1nc(-c2ccc3c(c2)OCO3)cs1 (stereo not given) | ? | nt | 21µM*
Cc1ccc(S(=O)(=O)N2CCN(S(=O)(=O)c3ccccc3Br)C2=O)cc1 | ? | -2% | ?
CCc1ccc(S(=O)(=O)c2nnn3c2nc(NCCC(C)C)c2cc(Cl)ccc23)cc1 | 21µM* | -6% | ?
O=C(O)c1ccc2c(c1)OCCO2 | -9% | -1% | 7%
COc1ccc(CN2C(=O)C(NC(=O)c3ccc(C)cc3)(C(F)(F)F)N=C2c2ccccc2)cc1 (stereo not given) | 23µM* | -11% | 23µM*
COC(=O)c1cn(NC(=O)c2cccc(OC)c2)c(=O)c2ccccc12 | -28% | -19% | -15%
c1cnc2ncc3sccc3c2c1 | -14% | -4% | -16%
COc1ccc(OC)c(-c2csc(NC(=O)C3c4ccccc4Oc4ccccc43)n2)c1 | -4% | -14% | 9%
O=C(COC(=O)COc1ccc(Cl)cc1)Nc1ncc(Br)s1 | -25% | -2% | -28%
COc1ccc(/C(N)=N/OC(=O)CSc2ccc(C)cc2)cc1OC | -26% | -8% | -24%
Cc1ccc(NC(=O)c2nc(SCc3ccccc3F)ncc2Cl)cc1 | -7% | nt | -14%
CCCCn1c(SCC(=O)c2ccc3c(c2)NC(=O)CO3)nc2cc(S(N)(=O)=O)ccc21 | ? | 22% | ?
Clc1cccc(CNc2ccn3nc(-c4cccc(Cl)c4)cc3n2)c1 | ? | nt | ?
O=[N+]([O-])c1ccc(COc2cccc(CNc3ccc(F)cc3)c2)cc1 | 13µM* | ? | 26µM*

Four structures already listed, sorted by SMILES length, falling.
molecule | DT40 TDP1 no CPT | GCN5L2 inh | DT40 TDP1 CPT
CCc1ccc(S(=O)(=O)c2nnn3c2nc(NCCC(C)C)c2cc(Cl)ccc23)cc1 | 21µM* | -6% | ?
COc1ccc(OC)c(-c2csc(NC(=O)C3c4ccccc4Oc4ccccc43)n2)c1 | -4% | -14% | 9%
O=C(COC(=O)COc1ccc(Cl)cc1)Nc1ncc(Br)s1 | -25% | -2% | -28%
O=C(O)c1ccc2c(c1)OCCO2 | -9% | -1% | 7%

More results.
molecule | DT40 TDP1 no CPT | GCN5L2 inh | DT40 TDP1 CPT
CCOC(=O)C1=CCC(c2ccccc2)N(S(=O)(=O)c2ccccc2C)C1 (stereo not given) | 23µM* | nt | ?
CC(=O)N(C)C(c1ccc(N(C)C)cc1)c1nnnn1-c1c(C)cccc1C (stereo not given) | -21% | 0% | -9%
COc1ccc(C2C(C(=O)Nc3ccc(F)cc3)=C(C)Nc3nc(CCCO)nn32)cc1 (stereo not given) | -17% | -3% | 5%
COc1ccccc1CC(NC(C)=O)C(=O)NC1CCN(C(=O)Nc2ccccc2F)CC1 (stereo not given) | -5% | -2% | 3%
CC(C)c1ccc(CNc2nc3nc4c(c(=O)n3[nH]2)CCC4)cc1 | 2% | 3% | -12%
CCOc1ccc2nc(NC(=S)N(C)C)sc2c1 | 1.2µM* | -10% | 1.3µM*
CC(=O)Nc1cccc(NC(=O)Nc2cccc(F)c2)c1 | ? | -17% | -14%
COCCNC(=O)C(=O)NCC(c1cccnc1)N1CCN(c2ccccc2F)CC1 (stereo not given) | -29% | 2% | -20%
Cc1cccc(Oc2c([N+](=O)[O-])c(=O)n(C)c3ccccc23)c1 | -21% | -5% | ?
COC(=O)C1CCN(C(=O)CCCOc2ccccc2)CC1 | -6% | -1% | -5%
COc1ccc(C2CC(c3ccccc3C(F)(F)F)=NN2c2ccc(S(N)(=O)=O)cc2)cc1 (stereo not given) | ? | -13% | ?
CCOC(=O)C(Cc1ccc(O)cc1)NC(C)=O (stereo not given) | -6% | -3% | 2%
COCCN1C(=O)C(=O)/C(=C(/O)c2ccc(S(=O)(=O)N3CCOCC3)cc2)C1c1ccc(O)c(OC)c1 (stereo not given) | 17% | -5% | 3%
CCN1CCN(S(=O)(=O)c2cccc(S(=O)(=O)N3CCOCC3)c2)CC1 | -21% | 0% | 3%
c1ccc2cc(Sc3ncnc4c3oc3ccccc34)ccc2c1 | ? | -2% | ?
COc1ccccc1-n1ccnc1SCC(=O)NCC1CCCO1 (stereo not given) | 18% | -5% | -12%
O=C(CCn1cnc2ccccc2c1=O)Nc1nc(-c2ccc(Br)cc2)cs1 | 16µM* | 1% | ?
Cc1cccc(C(=O)NCC(=O)OCC(=O)NC2CCCCCCC2)c1 | -1% | -2% | -5%
COCOc1cccc(CN2CCC(C)(Oc3ccc(C(C)=O)cc3)C2)c1 (stereo not given) | ? | nt | ?
Cc1nc2ccccc2c(=O)n1NC(=O)c1ccc(F)cc1Cl | -19% | -1% | -13%
CCOc1ccc(/C=C2\CCc3ccccc3C2=O)cc1 | ? | -1% | 2%
CCc1ccc(NC(=O)CSc2nncn2-c2cccnc2)cc1 | -14% | -1% | 27%
CC1CCCN(C(=O)Cn2c(-c3nonc3N)nc3ccccc32)C1 (stereo not given) | -28% | 0% | ?
CS(=O)(=O)NCCSCc1c(Cl)cccc1Cl | -16% | -8% | 0%
CCOc1cc(NC(=S)NCC2CCCO2)c(OCC)cc1NC(=O)CC (stereo not given) | 13% | -1% | 9%
CCCn1c(=NC(=O)c2c(-c3c(F)cccc3Cl)noc2C)c(C(=O)OCC)cc2c(=O)n3ccccc3nc21 | 1% | -1%&-5% | -7%
CS(=O)(=O)c1cc([N+](=O)[O-])c(Sc2nc3ccccc3[nH]2)c([N+](=O)[O-])c1 | 4.6µM* | 1% | 2.9µM*
Cc1cccc(NC(=O)Cn2c(=O)n(Cc3nc(-c4ccccc4)no3)c(=O)c3ccccc32)c1 | ? | 1% | -29%
Cc1c([C@H]2[C@@H](CC#N)C2(C)C)c2ccccc2n1C | -9% | -21% | -32%
COc1ccc2cc(C(C)C(=O)OC(C)C)ccc2c1 (stereo not given) | -7% | -1% | -13%

Brought forward from above: 3 compounds, then new ones.
molecule | DT40 TDP1 no CPT | GCN5L2 inh | DT40 TDP1 CPT
Cc1cccc(NC(=O)Cn2c(=O)n(Cc3nc(-c4ccccc4)no3)c(=O)c3ccccc32)c1 | ? | 1% | -29%
Cc1c([C@H]2[C@@H](CC#N)C2(C)C)c2ccccc2n1C | -9% | -21% | -32%
COc1ccc2cc(C(C)C(=O)OC(C)C)ccc2c1 (stereo not given) | -7% | -1% | -13%
Clc1ccc(CNc2ccc(N3CCN(Cc4ccccc4)CC3)cc2)cc1 | ? | -6% | ?
Cc1nn(Cc2ccc(F)cc2)c(C)c1NC(=O)c1noc2c1CCCCC2 | ? | -13% | ?
Cc1c(OCC(=O)NCC2CCC(C(=O)NCCCO)CC2)ccc2c(-c3ccccc3)cc(=O)oc12 (stereo not given) | -6% | -3% | -11%
C[N+]1(CC(O)COCC2COc3ccccc3O2)CCOCC1 (stereo not given) | 16% | -20% | -17%
CCC(=O)NC(=S)NNC(=O)c1ccc(OC)cc1 | 22µM* | 1% | 29µM*
Cn1cccc1C(=O)OCC(=O)Nc1cc(C(C)(C)C)nn1-c1ccccc1 | ? | -5% | ?
COc1ccccc1NC(=O)N1c2ccccc2Sc2ccccc21 | 15µM* | -12% | 15µM*
COc1ccccc1C(=O)NCC(=O)Nc1ccc2c(c1)CCC2 | 1% | -7% | -3%
